hcDAF12 agonist – H. contortus DAF-12 nuclear receptor activators, primary screen, cell-based, luminescence, HEK293, lit1-tk-luc reporter | HEK293 hcDAF-12 lit1-tk-luc reporter; 0% DMSO, 100% Δ7-dafachronic acid | activation, % at 6.8 µM | hit rate 1.4% among 370,000 | AID 652067, 2013;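 active means activation above the mean of all tested compounds plus 3 SD, cut at about 5.5% in these data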;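 further: 100% = response to 3 µM Δ7-dafachronic acid high control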
sPLA2-III inh – human group III sPLA2 inhibitors, primary screen, biochemical, QFRET, BODIPY PC-A2 liposome substrate; Group 3 secretory phospholipase A2 (Homo sapiens), Q9NZ20; QFRET BODIPY PC-A2 liposome hydrolysis, fluorescence; inhibition, % at 12.2 µM; hit rate 0.56% among 370,000;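 active means inhibition above mean plus 3 SD of compounds lying within the high and low control bounds, cut at about 19% in these data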;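 further: 0% = median of test compound wells and 100% = no enzyme DMSO wells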
SMARCA2 activ – SMARCA2 (BRM) function activators, primary screen, cell-based, luminescence, high throughput; MG213 cells, MMTV-luciferase reporter, dexamethasone, overnight; activation, % at 9.1 µM; hit rate 1% among 370,000; AID 652017, 2013; in the data active means activation above about 7.8%;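 further: 0% = vehicle wells and 100% = reference activator wells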
GC-A act – GC-A stimulated cGMP production enhancers – HEK293 GC-A cells, cGMP TR-FRET, EC30 ANP, primary screen. Atrial natriuretic peptide receptor 1 (Homo sapiens), P16066. 0% at EC30 ANP, 100% saturating ANP. activation, % at 10 µM. hit rate 0.14% among 370,000. AID 1671463, 2021; in the data active means activation above about 40%
Target sequence (P16066 whole entry, looked up): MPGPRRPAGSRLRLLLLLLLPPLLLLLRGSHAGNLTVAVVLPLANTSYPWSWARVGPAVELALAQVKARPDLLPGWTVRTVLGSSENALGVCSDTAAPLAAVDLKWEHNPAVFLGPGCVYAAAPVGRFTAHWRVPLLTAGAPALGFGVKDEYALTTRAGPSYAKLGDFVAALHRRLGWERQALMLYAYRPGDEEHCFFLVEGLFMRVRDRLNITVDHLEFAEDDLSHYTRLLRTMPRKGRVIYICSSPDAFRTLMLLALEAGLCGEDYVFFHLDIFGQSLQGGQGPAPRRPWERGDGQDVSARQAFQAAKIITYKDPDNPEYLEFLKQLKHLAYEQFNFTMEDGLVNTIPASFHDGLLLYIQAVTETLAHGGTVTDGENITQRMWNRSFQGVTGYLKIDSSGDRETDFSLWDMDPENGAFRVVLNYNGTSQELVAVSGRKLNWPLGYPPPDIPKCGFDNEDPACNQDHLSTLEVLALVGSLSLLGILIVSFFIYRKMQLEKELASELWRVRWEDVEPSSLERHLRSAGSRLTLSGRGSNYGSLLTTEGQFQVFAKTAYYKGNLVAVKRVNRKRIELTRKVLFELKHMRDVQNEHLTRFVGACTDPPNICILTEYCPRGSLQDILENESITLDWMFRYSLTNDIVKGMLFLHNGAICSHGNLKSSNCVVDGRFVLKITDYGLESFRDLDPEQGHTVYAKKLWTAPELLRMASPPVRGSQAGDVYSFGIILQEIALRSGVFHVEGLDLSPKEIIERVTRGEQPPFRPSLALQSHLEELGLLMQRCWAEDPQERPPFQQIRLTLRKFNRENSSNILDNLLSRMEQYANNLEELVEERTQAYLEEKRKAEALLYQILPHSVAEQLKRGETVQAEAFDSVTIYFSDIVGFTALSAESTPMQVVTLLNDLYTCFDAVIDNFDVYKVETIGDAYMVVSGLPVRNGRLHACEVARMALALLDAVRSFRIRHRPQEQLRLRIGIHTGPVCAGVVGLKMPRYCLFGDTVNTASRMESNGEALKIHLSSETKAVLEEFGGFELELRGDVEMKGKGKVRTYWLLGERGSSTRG
DAX1 inh-1 – DAX1 (NR0B1) inhibitors, primary screen, cell-based, HEK293, Gal4-DAX1, luciferase luminescence. Nuclear receptor subfamily 0 group B member 1 (Homo sapiens), P51843. HEK293 Gal4-DAX1 luciferase reporter. inhibition, % at 6.75 µM. hit rate 0.99% among 340,000. AID 504766, 2011;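 active means inhibition above the mean over all tested compounds plus 3 SD, cut at about 4.2% in these data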;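 further: 0% = DAX1-transfected cells with DMSO and 100% = empty-vector control cells with DMSO; inhibition shows as a rise in luminescence from relieved DAX1 repression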
ssDAF-12 act – S. stercoralis DAF-12 nuclear receptor activators, primary screen, cell-based, luminescence, HEK293, GRIP1 co-expression, lit1-tk-luc. Nuclear hormone receptor DAF-12 (Strongyloides stercoralis). HEK293 ssDAF-12/GRIP1 lit1-tk-luc reporter; % of 3 µM dafachronic acid response. activation, % at 6.8 µM. hit rate 1% among 370,000. AID 652126, 2013;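 active means activation above the mean over all tested compounds plus 3 SD, cut at about 0.9% in these data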;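 further: 0% = DMSO-only wells and 100% = 3 µM delta7-dafachronic acid wells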
hgDAF12 agonist – H. glycines DAF-12 receptor agonists, primary screen, cell-based, luminescence, HEK293, GAL4 fusion, UAS-luciferase; hit rate 1.8% among 370,000; HEK293 GAL4-hgDAF12 UAS-luciferase reporter, agonist luminescence; normalized to butyrate control; AID 687014, 2013; activation, % at 6.8 µM; Nuclear hormone receptor DAF-12 (Heterodera glycines), GAL4 fusion;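 active means activation above a cutoff set at the mean of all screened compounds plus 3 SD, cut at about 10% in these data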;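 further: 0% = DMSO wells and 100% = sodium butyrate wells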
DAX1 inh-2 – DAX1 (NR0B1) inhibitors on StAR promoter, primary screen, cell-based, luminescence, SF-1 (NR5A1), full-length DAX-1 | hit rate 1.1% among 370,000 | AID 652010, 2013 | inhibition, % at 6.8 µM | HEK293T StAR-luciferase reporter, SF-1/DAX-1 repression relief;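 active means inhibition above the mean over all tested compounds plus 3 SD, cut at about 3.6% in these data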;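 further: 0% = DAX-1 cells with DMSO and 100% = cells lacking DAX-1 with DMSO; higher inhibition means more luminescence from relief of DAX-1 repression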
GAA850 FXN act – FXN promoter activators, primary screen, cell-based, luciferase luminescence, HEK293 lucGAA850; HEK293 lucGAA850 FXN promoter luciferase reporter, 24 h; percent of 10 µM SAHA response; activation, % at 6 µM; hit rate 0.56% among 360,000;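 active means activation above the average of all compounds screened plus 3 SD, cutoff fixed separately per campaign, cut at about 7.5% in these data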;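 further: 0% = DMSO wells and 100% = 10 µM SAHA wells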
NPR2 activator – human GC-B receptor activators, primary screen, HEK293 GC-B cells, cGMP TR-FRET, EC30 CNP. Atrial natriuretic peptide receptor 2 (Homo sapiens), P20594. 0% at EC30 CNP, 100% saturating CNP. activation, % at 10 µM. hit rate 0.11% among 370,000. AID 1920062, 2024;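 active means activation at 10 µM reaching about 35% in either raw or pattern-adjusted values, limit read from the data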
ADAM10 inh – human ADAM10 inhibitors, primary screen, biochemical, QFRET, HTS. recombinant ADAM10, EDANS/DABCYL FRET peptide cleavage, 3 h. inhibition, % at 7 µM. hit rate 0.62% among 370,000. AID 720582, 2013;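 active means inhibition above a per-campaign cutoff equal to the mean of compounds falling between control-based bounds plus 3 SD, cut at about 20% in these data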;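 further: 0% = DMSO wells while the 100% control is not disclosed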
Starred values were filed as active, the others as inactive; i = inactive; nt = no result given. Hits appear at their usual frequency; about 6.6% have a hit in one of these screens.

no.	mol	hcDAF12 agonist	sPLA2-III inh	SMARCA2 activ	GC-A act	DAX1 inh-1	ssDAF-12 act	hgDAF12 agonist	DAX1 inh-2	GAA850 FXN act	NPR2 activator	ADAM10 inh
1	COC(=O)c1ccccc1NC(=O)C1CCCN(S(=O)(=O)c2ccc(F)cc2)C1 (stereo unspecified)	-3.8	-2	-1	-6	-1.3	-2.0	-2.4	-1.6	-1.6	-4	0
2	c1ccc(Sc2ncnc3ccccc23)cc1	0.4	1	0	9	nt	-2.0	3.2	-0.4	-0.4	0	-6
3	O=C1C(=C2SCCCS2)CC/C1=C\c1ccc(F)cc1	3.8	1	0	12	-1.1	-1.1	2.3	1.1	-9.5	3	-5
4	O=c1[nH]c(/C=C\c2ccccc2F)nc(O)c1[N+](=O)[O-]	-1.8	0	2	2	0.1	-1.3	2.4	0.1	3.7	6	-4
5	CCC(C)NC(=O)c1ccccc1NC(=O)c1ccc(CSc2ccccc2)cc1 (stereo unspecified)	1.3	7	-2	-2	0.1	-1.5	2.1	-0.6	5.6	-5	-2
6	CC(C)C(c1nnnn1C(C)(C)C)N1CCN(c2cccc(Cl)c2)CC1 (stereo unspecified)	0.0	-3	-1	-10	-0.1	-1.4	-0.6	-1.5	1.3	5	0
7	COc1cccc(NC2c3ccccc3C(=O)N2Cc2ccco2)c1 (stereo unspecified)	-2.8	1	-1	-1	-0.6	-1.0	0.9	-0.5	-0.1	1	-12
8	O=C1c2ccccc2C(=O)N1CCCCSc1nc2ccccc2o1	-0.7	-8	1	-1	-0.2	-1.1	0.7	0.7	2.9	7	2
9	Cc1cccc(N=Nc2c(O)[nH]c3ccc(Br)cc23)c1	12*	1	3	-6	1.1	0.7	6.6	0.3	0.9	-9	3
10	CCCCNS(=O)(=O)c1ccc(NC(=O)Cc2ccc(OC)cc2)cc1	-2.6	-24	-6	3	-2.2	-1.9	-4.4	-2.0	-1.4	-2	-7
11	CC(C)c1ccc(O)c(NC(=S)NC(=O)c2cccnc2)c1	-1.4	5	3	4	0.8	-0.9	1.9	-1.1	-0.2	0	-38
12	Cc1nnc(SC(C(=O)c2ccccc2)c2ccccc2)[nH]c1=O (stereo unspecified)	0.5	-6	-3	-2	-2.2	-1.7	1.1	-0.2	-1.4	-2	-5
13	COc1ccc(-c2noc(N3CCC(C(=O)NCc4ccccc4Cl)CC3)n2)cc1	-0.3	6	0	-6	-0.8	-0.9	0.6	0.7	0.5	-8	-13
14	Cc1cccc(NC(=O)NCc2ccc3[nH]c(C)cc3c2)c1	4.8	-10	-1	3	0.9	-0.9	4.9	0.6	-3.3	-10	-10
15	O=C(c1cccc(S(=O)(=O)Nc2ccccc2Cl)c1)N1CCCCCC1	-1.7	-2	-2	0	0.9	-1.2	-2.6	-0.3	0.3	8	-9
16	Cc1cc(C)n(C2CCCCC2OC(=O)c2ccccc2)n1 (stereo unspecified)	-0.1	0	-2	-16	0.4	-1.0	0.2	-0.1	0.5	-18	4
17	Cc1ccc(C)c(N2CCN(C(=O)CCc3nc(-c4cccc(F)c4)no3)CC2)c1	4.1	-2	-1	2	1.3	-1.8	-3.3	-0.2	-0.3	1	4
18	COc1ccc(-c2nn(-c3ccccc3)cc2/C=N/NC(=O)c2ccc(Br)o2)cc1	-1.3	0	2	-10	-1.4	-1.6	1.1	-0.1	-3.4	-12	-5
19	CCCNC(=O)NCCc1c(C)[nH]c2ccccc12	4.2	7	1	-8	0.4	-0.7	2.4	1.4	-2.3	2	-201
20	Cc1c(NC(=O)Nc2cccc(F)c2)c(=O)n(-c2ccccc2)n1C	-0.1	2	0	4	0.4	-1.0	2.1	-0.4	1.1	1	-3
21	Nc1nc(N)c2c(ccc3nccc32)[nH]1	0.7	2	3	7	1.3	-0.8	0.5	-0.7	0.5	-4	i
22	CC(C)C(=O)N[C@@H]1c2ccccc2CC[C@@H]1O	1.1	13	-5	0	0.8	-1.0	-3.0	1.8	0.6	1	-18
23	NC(=S)NC(=O)/C=C/c1ccccc1	0.5	8	4	1	0.1	-2.2	1.4	-0.5	1.7	-6	-7
24	Cc1cccc(C(=O)O)c1[N+](=O)[O-]	-0.1	-3	3	5	-0.2	-1.2	-1.0	1.1	1.4	-7	-5
25	O=C1/C(=C/c2ccco2)Oc2c1ccc(O)c2CN1CCCCC1	-1.2	-17	1	0	-0.2	-1.4	0.0	-0.1	0.2	4	-84

New compounds follow:
no.	mol	hcDAF12 agonist	sPLA2-III inh	SMARCA2 activ	GC-A act	DAX1 inh-1	ssDAF-12 act	hgDAF12 agonist	DAX1 inh-2	GAA850 FXN act	NPR2 activator	ADAM10 inh
26	O=C(Nc1ccc(F)cc1)C1CC(=O)n2ncnc2N1 (stereo unspecified)	-1.1	-3	1	-1	0.1	-0.9	-0.8	-0.9	0.2	-1	7
27	C=CCN(c1ccccc1OC)S(=O)(=O)c1cccc(C(=O)OC2CCOC2=O)c1 (stereo unspecified)	0.0	11	-5	1	0.0	-1.4	0.5	-1.1	2.8	5	-9
28	C=CCOc1ccc(C2NC(=O)NC(C)=C2C(=O)OC)cc1 (stereo unspecified)	-0.9	4	-3	0	1.0	-0.5	0.6	0.5	0.1	1	6
29	COc1cccc(CN2CC(C(=O)NCCc3nccs3)CCC2=O)c1 (stereo unspecified)	-1.4	9	-3	4	1.2	-0.9	0.9	0.0	-0.1	0	-14
30	Cn1cc(S(=O)(=O)CC(=O)N2CCCc3ccccc32)c2ccccc21	4.0	9	0	-2	0.4	-0.2	0.6	0.2	1.6	1	0
31	COC(=O)CC1=NN(c2ccc(OC)cc2)C(=O)C1	-0.2	-4	1	0	-0.9	-1.6	5.5	0.5	0.1	-1	0
32	CCN(CC)C1CC(=O)N(c2cccc(Cl)c2)C1=O (stereo unspecified)	0.7	-2	1	5	-0.4	-0.9	0.3	-0.2	3.2	1	0
33	CC1CCCN(S(=O)(=O)c2ccc3oc(=O)ccc3c2)C1 (stereo unspecified)	1.6	-1	-2	-2	0.6	-1.1	-3.1	0.1	0.5	-1	11
34	Cc1cc(C)cc(-c2nnc(SCC(=O)N3CCN(C(=O)c4ccco4)CC3)o2)c1	-1.7	-5	-1	1	-0.9	-0.3	-1.8	-0.3	1.8	-2	2
35	NNC(=O)c1cccc(COc2ccc(Br)cc2)c1	4.2	-2	1	24	-4.1	-0.5	19*	3.7*	3.8	-6	8
36	COc1ccc(C(=O)N2CCC(=O)N(C(CO)Cc3ccccc3)CC2)cc1 (stereo unspecified)	0.3	7	1	1	-0.6	-1.3	1.2	0.0	1.8	-1	11
37	CCCCN(C)C(=O)C1CCN(Cc2cccc(OCc3ccccc3)c2)CC1	-1.9	-21	0	-3	0.2	-1.8	0.5	-0.6	0.2	1	1
38	COC(=O)c1sccc1NC(=O)/C=C/C(=O)O	0.3	2	2	-2	1.1	-0.4	-2.2	-0.4	-0.2	-4	5
39	COc1ccccc1OCC(=O)O/N=C(\N)c1ccccn1	7.2*	1	8.4*	4	2.9	0.7	9.2	1.9	1.8	3	5
40	COc1cc2c(cc1OC)CN(C(=O)/C=C/c1ccc(F)cc1)CC2	-3.4	-2	-2	1	-0.4	-1.5	1.4	-0.8	1.5	0	-6
41	CCOC(=O)C1=C(c2ccccc2)N=c2s/c(=C\c3cc(OC)c(OC)c(OC)c3)c(=O)n2C1c1cccs1 (stereo unspecified)	-0.3	-4	1	-2	-0.9	-0.8	1.2	0.1	-2.6	-4	1
42	COC(=O)CNC(=O)CN1C(=O)N(c2ccccc2)C(N(O)C(=O)Nc2ccccc2)C1(C)C (stereo unspecified)	-0.1	-3	-2	5	-0.9	-1.3	-0.3	0.0	1.1	4	-3
43	CCN(CC(=O)Nc1c(F)cccc1F)C(=O)CCNC(=O)c1ccco1	-0.7	2	-3	0	0.4	-0.9	1.5	0.8	1.1	-1	-5
44	CC1(C)CCN(Cc2ccccc2)C1CC#N (stereo unspecified)	-0.9	0	-2	3	0.7	-1.2	1.1	-0.2	2.1	9	-4
45	Nc1nc(N)c(Cc2ccc(Cl)cc2Cl)c(N)n1	-2.4	0	-3	4	0.9	-1.9	-4.4	-1.2	0.8	4	-6
46	CC(NC(=O)c1cc2ccccc2oc1=O)c1ccc(O)cc1 (stereo unspecified)	-0.4	-6	0	-3	1.3	-1.4	-1.8	-0.3	0.8	-4	1
47	COC(=O)c1[nH]c2ccc(F)cc2c1NC(=O)CCN1CCN(Cc2ccc3c(c2)OCO3)CC1	-1.4	-8	-3	-4	-0.9	-1.4	-2.0	-1.3	-1.0	1	-51
48	CCOc1ccc(CCNC(=O)C(C)n2nc(C)n3c(cc4occc43)c2=O)cc1OCC (stereo unspecified)	-2.2	-1	-1	-1	-0.6	-1.1	-0.2	-0.4	-2.4	1	-12
49	Cc1ccnc(NC(=O)CCC(=O)N(CC(=O)NC2CCCCC2)Cc2cccs2)c1	0.4	1	0	1	-0.4	-1.7	-0.1	-0.6	-1.2	-2	1
50	Cc1ccc(Nc2cccc(C(F)(F)F)c2)nn1	1.2	-6	2	-5	0.7	-0.6	2.9	-0.4	0.4	1	-1

Going on with the list.
no.	mol	hcDAF12 agonist	sPLA2-III inh	SMARCA2 activ	GC-A act	DAX1 inh-1	ssDAF-12 act	hgDAF12 agonist	DAX1 inh-2	GAA850 FXN act	NPR2 activator	ADAM10 inh
51	Cc1ccc2c(CN3CC(C)CC(C)C3)cc(=O)oc2c1C (stereo unspecified)	1.7	9	0	4	-1.2	-0.8	-2.7	0.3	1.9	1	3
52	O=c1[nH]n(-c2ccc(Cl)cc2)c(=O)c(Cl)c1Cl	-1.3	-1	-1	3	-0.8	-0.7	0.9	0.1	0.8	-2	5
53	CCOc1ccc(-n2c(SCC(=O)Nc3nccs3)nnc2-c2ccoc2C)cc1	-1.7	-13	2	-9	2.1	-1.2	0.4	-0.3	2.9	-6	9
54	CSc1ccc(S(=O)(=O)N2CCC(C(=O)Nc3ccccc3C(F)(F)F)CC2)cc1	0.5	10	-4	-2	1.2	-1.3	-0.2	0.1	1.6	-1	0
55	O=C(CN1CCN(Cc2ccccc2)CC1)N/N=C\c1c2ccccc2cc2ccccc12	-0.7	-14	-1	-15	nt	-1.4	5.1	-1.7	nt	-12	1
56	O=C(Cc1ccc(Br)cc1)N1CCOCC1	0.7	0	6	-5	1.8	0.9*	-1.1	1.0	0.4	0	1
